ABHD5 PLIN5 PPI – blocks binding of human ABHD5 to perilipin-5; actives 0.78% (n = 360,000); Q00G26+Q8WTS1; inhibition, % at 4 µM; Split G. princeps luciferase complementation, luminescence, 4 h;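 active means inhibition above the mean inhibition across every tested compound plus 3 SD, cut at about 22% in these data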;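 further: 0% = DMSO only wells and the 100% control is not disclosed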
MC4R antagonist – blocks human MC4R cAMP signaling; actives 0.48% (n = 360,000); P32245; inhibition, % at 6.5 µM; MC4R-expressing cells, MTII-stimulated cAMP, LANCE TR-FRET;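 active means inhibition above its plate's cutoff, the mean of tested wells on that plate plus 3 SD, cut at about 29% in these data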;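 further: 0% = Melanotan II alone and 100% = Melanotan II plus saturating MCL0020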
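Assay system: U2OS-MC4R stable cell line; Also added: Melanotan II; Technique: Eu-cAMP/anti-cAMP TR-FRET, emission 671 nm; Times: 30-min compound, 1-h challenge, 1-h detection, room temperature.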
MC4R ag barr – human MC4R agonism via beta-arrestin | actives 0.98% (n = 360,000) | U2OS MC4R beta-arrestin complementation, luminescence; percent of melanotan II response, DMSO zero | P32245 | AID 540308 | activation, % at 8.9 µM;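 active means activation above a per-plate cutoff, the mean activation of sample wells on that plate plus 3 SD, cut at about 8% in these data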
Exocytosis inh – lytic granule exocytosis inhibition. TALL-104 LAMP-1 surface exposure, flow cytometry; cells stimulated with thapsigargin and PMA. inhibition, % at 10 µM. actives 0.66% (n = 360,000);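 active means inhibition above about 55%, limit read from the data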
aDG glyco act – alpha-DG glycosylation activation; activation, % at 10 µM; actives 0.22% (n = 360,000); Pro5-aDG cells, alpha-DG glycosylation AlphaScreen (IIH6); 0% Pro5, 100% B10-LARGE cell signal;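 active means activation of at least 8% versus controls, or a plate z-score of at least 8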;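 further: Pro5 are CHO cells carrying HIG-tagged alpha-DG that lacks glycosylation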
HTR2A ag – mouse HTR2A agonism via beta-arrestin recruitment. P35363. CHO-K1 mHTR2A beta-arrestin complementation, luminescence; percent of 30 µM serotonin response. activation, % at 7.6 µM. actives 0.66% (n = 360,000). AID 624169;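 active means activation above a run cutoff, the mean activation of all tested compounds plus 3 SD, cut at about 14% in these data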;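 further: 0% = plate median of compound wells and 100% = 30 µM serotonin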
hiPSC survival – enhancers of human iPSC single-cell survival | AID 602274 | survival enhancement, % at 20 µM | actives 0.044% (n = 360,000) | hiPSC single-cell survival, ATPlite luminescence; 100% = ROCK inhibitor wells, 0% = DMSO; in the data active means survival enhancement above about 18%;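 further: cells exposed to compounds for 16 hours before the ATP read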
H9c2 protect – protects H9c2 cardiomyocytes from peroxide injury | actives 0.63% (n = 360,000) | protection from H2O2 cell death, % at 20 µM | AID 588492 | H2O2 injury protection, ATPLite, 2 h;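 active means compounds giving at least 50% protection of heart cells from peroxide-induced death in the single-dose screen, raw or plate-pattern-corrected value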;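 further: 0% = DMSO wells with peroxide and 100% = DMSO wells without peroxide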
ABCB6 inh 2 – blocks the human ABCB6 transporter; K562-ABCB6 porphyrin accumulation, flow cytometry, 1 h; hits give low values; actives 0.19% (n = 360,000); fluorescence ratio to DMSO, % at 10 µM; AID 602162; Q9NP58;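 active means fluorescence ratio to DMSO below 75%, the collection mean minus 3 SD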;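 further: signal is porphyrin accumulated inside mitochondria; 100% equals median channel fluorescence of DMSO control wells; lower ratio means ABCB6 inhibition with less porphyrin fluorescence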
Target sequence (Q9NP58 whole entry, looked up): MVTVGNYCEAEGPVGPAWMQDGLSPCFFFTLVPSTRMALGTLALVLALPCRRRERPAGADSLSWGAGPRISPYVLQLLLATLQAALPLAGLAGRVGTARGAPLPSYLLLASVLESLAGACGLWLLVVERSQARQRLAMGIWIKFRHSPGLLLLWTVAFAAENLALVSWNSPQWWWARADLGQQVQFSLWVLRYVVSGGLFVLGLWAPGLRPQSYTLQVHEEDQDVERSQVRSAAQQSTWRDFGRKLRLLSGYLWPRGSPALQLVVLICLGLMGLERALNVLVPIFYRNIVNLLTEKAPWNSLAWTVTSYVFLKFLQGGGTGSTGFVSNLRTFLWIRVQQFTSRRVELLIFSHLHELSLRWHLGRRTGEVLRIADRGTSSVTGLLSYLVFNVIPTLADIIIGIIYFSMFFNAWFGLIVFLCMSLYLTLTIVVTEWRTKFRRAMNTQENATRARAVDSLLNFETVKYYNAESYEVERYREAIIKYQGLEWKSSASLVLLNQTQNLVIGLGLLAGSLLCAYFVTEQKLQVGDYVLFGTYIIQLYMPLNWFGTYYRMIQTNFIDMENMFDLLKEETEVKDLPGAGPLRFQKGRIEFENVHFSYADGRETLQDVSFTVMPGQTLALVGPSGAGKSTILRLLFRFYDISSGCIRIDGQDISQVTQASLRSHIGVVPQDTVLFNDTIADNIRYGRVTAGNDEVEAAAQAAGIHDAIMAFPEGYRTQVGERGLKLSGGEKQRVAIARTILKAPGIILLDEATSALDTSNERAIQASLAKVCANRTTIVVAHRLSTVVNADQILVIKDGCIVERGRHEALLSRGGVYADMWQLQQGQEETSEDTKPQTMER
N-glyco inh – N-linked glycosylation inhibition. D54 ERlucT glycosylation luciferase reporter, 24 h; percent of 100 nM tunicamycin response. reporter increase, % at 12.5 µM. actives 0.23% (n = 360,000). AID 588692;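 active means mean luciferase reporter signal, scaled so untreated is 0 and the glycosylation-blocking control 100, at or above a set limit in every replicate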;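 further: luciferase carries N-glycosylation sites so blocking glycosylation raises the light; 0% = median of neutral control wells and 100% = median of 100 nM tunicamycin wells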
Starred values were filed as active, the others as inactive.

Each structure is followed by: ABHD5 PLIN5 PPI | MC4R antagonist | MC4R ag barr | Exocytosis inh | aDG glyco act | HTR2A ag | hiPSC survival | H9c2 protect | ABCB6 inh 2 | N-glyco inh
O=c1cc(CN2CCN(c3ccc(F)cc3)CC2)c2cc3c(cc2o1)CCCC3
  -3 | 5 | -0.4 | 9 | 0.1 | -6 | -1.2 | -5 | 105 | 1
CC/C(=N\NC(=O)C1CCCC1)c1cccc(Br)c1
  -1 | 9 | -3.9 | -1 | 0.0 | -3 | 0.0 | 4 | 95 | 3
N#CC(C#N)=C(N)/C(C#N)=C/c1cc(O)c(O)c(O)c1
  1 | 7 | -3.0 | -3 | 0.2 | 6 | 0.3 | 1 | 107 | -11
CC1Cc2ccccc2N1Cc1nc2scc(-c3cccs3)c2c(=O)[nH]1 (stereo not drawn)
  0 | 9 | 0.8 | -1 | 0.2 | 0 | 2.8 | 6 | 93 | -2
COc1cccc(C2C(C(=O)c3cc4ccccc4o3)=C(O)C(=O)N2c2cc(C)on2)c1 (stereo not drawn)
  -33 | 12 | -0.7 | 10 | -0.3 | 1 | -0.5 | -1 | 113 | -3
O=C(COc1ccc(Cl)cc1)NCCCNC(=O)c1cccnc1
  4 | 7 | 1.8 | -1 | 0.1 | -1 | -0.5 | 4 | 172 | 2
C=CC[C@H](CC(=O)NCCO)C(=O)N[C@H](C)COC(=O)[C@@H](CC=C)Cc1ccc(F)cc1
  -6 | 4 | 0.2 | 10 | 0.2 | 0 | -1.0 | 8 | 99 | -1
COCCn1c(C)cc(C(=O)COC(=O)c2ccc[nH]c2=O)c1C
  3 | -2 | -0.3 | -11 | 0.0 | 10 | -1.4 | -6 | 90 | -10
Cc1ccc(CN(C(=O)C(F)(F)F)C(C(=O)NC2CCCCC2)c2ccco2)cc1 (stereo not drawn)
  -8 | 3 | 1.1 | 0 | 0.2 | -3 | 1.4 | -7 | 97 | -6
O=C(Cn1c(=O)[nH]c2ccccc2c1=O)Nc1cccnc1
  2 | 1 | -1.9 | 0 | -0.3 | 3 | 0.1 | 3 | 98 | -1
COc1ccc(CC(=O)n2[nH]c(=O)c3ccccc3c2=O)cc1OC
  2 | 8 | 0.7 | 5 | 0.0 | 3 | -0.5 | -1 | 103 | 1
CCS(=O)(=O)N1Cc2ccccc2CC1C(=O)Nc1ccc(OC)c(OC)c1 (stereo not drawn)
  -8 | -5 | 0.7 | -5 | 0.1 | 5 | -0.2 | 0 | 98 | 1
CCCCN(CC)CCNc1c(NC2CCN(C(=O)OCC)CC2)c(=O)c1=O
  11 | -7 | -1.5 | -9 | 0.1 | 1 | -1.0 | 5 | 103 | 2
O=c1[nH]c(CN2CCN(S(=O)(=O)c3ccc4c(c3)OCCO4)CC2)nc2sc3c(c12)CCCC3
  -2 | 11 | -2.1 | 6 | 0.4 | -1 | -1.2 | -6 | 92 | -3
CC1(C)Cc2c(sc3nc(SCC(=O)N4CCOCC4)nc(N)c23)CO1
  -2 | -3 | 0.4 | -3 | -0.2 | 2 | -0.2 | 22 | 98 | 1
COc1ccc(C(=O)N2CCN(c3cccc(Cl)c3)CC2)cc1
  -1 | 4 | 1.2 | -2 | 0.3 | 2 | 2.4 | -4 | 96 | 1
CCn1cc(Cl)c(C(=O)NNC(=O)CCn2ccc([N+](=O)[O-])n2)n1
  2 | 4 | -2.2 | 0 | 0.0 | -1 | -0.3 | 1 | 95 | 2
CC(=O)Nc1ccc(S(=O)(=O)N2CCC(N3CCCCCC3)CC2)cc1
  1 | 2 | -0.5 | -1 | 0.0 | 0 | -0.7 | 9 | 100 | -1
NC(=O)NC(=O)COC(=O)CCCCCNS(=O)(=O)c1ccc2c(c1)OCCO2
  0 | 9 | -1.0 | -3 | 0.0 | 2 | 0.3 | 1 | 97 | 1
COc1ccccc1-c1cc(C(F)(F)F)nc(S(C)(=O)=O)n1
  44* | -2 | -2.9 | 19 | 0.1 | 4 | -3.1 | -36 | 92 | -10
C/C(=N\NC(=O)Cc1ccccc1Cl)c1cccnc1
  -7 | 2 | -2.5 | 1 | 0.0 | 1 | -0.2 | 2 | 93 | 0
Cc1ccc(Sc2cc(NCCCO)c([N+](=O)[O-])c3nonc23)cc1
  3 | 9 | -0.8 | 0 | 0.3 | 0 | 0.4 | -4 | 106 | 3
O=c1cc(CSc2ccc(Cl)cc2)[nH]c2[nH]n(-c3ccccc3)c(=O)c12
  1 | 11 | -1.8 | 0 | 0.1 | -4 | 0.2 | 1 | 98 | 2
CC1=NN(C(=O)Cc2ccccc2)C(O)(c2cccnc2)C1 (stereo not drawn)
  -1 | 14 | -0.6 | -1 | -0.1 | -10 | 1.4 | -2 | 96 | 0
O=C1N(c2ccccc2)C[C@@H]2C[C@@H](c3cccc4c3OCO4)N3CCC[C@@]123
  5 | 19 | -1.6 | -2 | 0.1 | -2 | 5.6 | 2 | 103 | -1
CC1CC(c2ccccc2)=Nc2ccccc2N1 (stereo not drawn)
  5 | 3 | -0.1 | -4 | -0.1 | 1 | 0.3 | 0 | 100 | 2
C=CCn1c(SCC(=O)c2c(N)n(C)c(=O)n(C)c2=O)nnc1-c1ccncc1
  0 | 8 | 0.3 | 0 | -0.1 | 3 | -2.0 | 2 | 97 | 1
COc1cc(CN2CCc3c([nH]c4ccccc34)C2)cc(OC)c1
  -3 | 0 | 0.4 | 16 | 0.1 | -5 | 0.3 | -5 | 121 | 4
COc1ccc(C(=O)Oc2cc(/C=N/NC(N)=S)ccc2OC)cc1
  -8 | -5 | -2.1 | 5 | -0.2 | -11 | 1.1 | 26 | 91 | -4
O=C(Nc1ccc(S(=O)(=O)Nc2ccccc2)cc1)c1ccc(CN2CCOCC2)cc1
  1 | 20 | -2.5 | 76* | 1.2 | -4 | 0.5 | -15 | 98 | -9

Arranged by molar mass (lowest first): part of the list above
Each structure is followed by: ABHD5 PLIN5 PPI | MC4R antagonist | MC4R ag barr | Exocytosis inh | aDG glyco act | HTR2A ag | hiPSC survival | H9c2 protect | ABCB6 inh 2 | N-glyco inh
CC1CC(c2ccccc2)=Nc2ccccc2N1 (stereo not drawn)
  5 | 3 | -0.1 | -4 | -0.1 | 1 | 0.3 | 0 | 100 | 2
COc1ccccc1-c1cc(C(F)(F)F)nc(S(C)(=O)=O)n1
  44* | -2 | -2.9 | 19 | 0.1 | 4 | -3.1 | -36 | 92 | -10
CCn1cc(Cl)c(C(=O)NNC(=O)CCn2ccc([N+](=O)[O-])n2)n1
  2 | 4 | -2.2 | 0 | 0.0 | -1 | -0.3 | 1 | 95 | 2
COc1ccc(C(=O)Oc2cc(/C=N/NC(N)=S)ccc2OC)cc1
  -8 | -5 | -2.1 | 5 | -0.2 | -11 | 1.1 | 26 | 91 | -4
O=c1cc(CSc2ccc(Cl)cc2)[nH]c2[nH]n(-c3ccccc3)c(=O)c12
  1 | 11 | -1.8 | 0 | 0.1 | -4 | 0.2 | 1 | 98 | 2
NC(=O)NC(=O)COC(=O)CCCCCNS(=O)(=O)c1ccc2c(c1)OCCO2
  0 | 9 | -1.0 | -3 | 0.0 | 2 | 0.3 | 1 | 97 | 1
O=C(Nc1ccc(S(=O)(=O)Nc2ccccc2)cc1)c1ccc(CN2CCOCC2)cc1
  1 | 20 | -2.5 | 76* | 1.2 | -4 | 0.5 | -15 | 98 | -9

(cont.)
Each structure is followed by: ABHD5 PLIN5 PPI | MC4R antagonist | MC4R ag barr | Exocytosis inh | aDG glyco act | HTR2A ag | hiPSC survival | H9c2 protect | ABCB6 inh 2 | N-glyco inh
O=C(CSc1ccccc1C(=O)O)NCc1ccco1
  2 | 6 | 0.1 | 1 | 0.0 | 5 | 7.6 | -2 | 98 | 3
Cc1nc2c(C(=O)NCc3ccccc3Cl)c[nH]n2c(=O)c1Cl
  -1 | 20 | -0.5 | 0 | -0.1 | 6 | 0.9 | 0 | 99 | 3
O=C1CSC(c2ccc(Cl)cc2)N1Nc1nc(N2CCOCC2)nc(N2CCOCC2)n1 (stereo not drawn)
  2 | 6 | -0.1 | -6 | -0.2 | -2 | -2.0 | -6 | 101 | 4
CC1C(=O)N(Cc2cn(CCC3OCCO3)nn2)CCS(=O)(=O)N1Cc1ccc(-c2cccc(CO)c2)cc1 (stereo not drawn)
  1 | 2 | -0.7 | 0 | 0.4 | 2 | 6.7 | 4 | 92 | 3
OC1C2CN3CCN(C2)CC1(Cc1ccccc1)C3 (stereo not drawn)
  5 | 5 | -0.7 | -2 | -0.2 | 0 | 0.5 | 17 | 97 | 2
Cc1cccc(NS(=O)(=O)c2cccc(C(=O)N3CCCC3)c2)c1
  0 | -2 | -1.9 | 3 | 0.7 | 2 | 0.1 | 1 | 98 | -1
COc1ccccc1-n1cc(CN2CCCC(CO)(Cc3cccc(Cl)c3)C2)cn1 (stereo not drawn)
  11 | 24 | 3.8 | 0 | 0.2 | -8 | -0.1 | 0 | 100 | -2
O=C(Nc1ccccc1-c1nc2ccccc2s1)c1ccco1
  5 | 13 | -0.5 | 71* | -0.1 | -4 | 13 | 8 | 98 | -3
O=C(c1ccccc1)N1CCC(c2nc(-c3ccc(S(=O)(=O)NCC4CCCO4)cc3)no2)CC1 (stereo not drawn)
  -8 | 8 | -0.8 | -4 | 1.8 | 9 | 0.4 | -16 | 101 | -2
COC(=O)c1c(NC(=O)CN2CCN(c3cccc(Cl)c3)CC2)sc(C)c1C
  11 | -7 | -0.5 | 3 | 0.9 | 7 | 0.0 | -3 | 99 | -4
COc1ccc(S(=O)(=O)N(C)CC(=O)NC2CCCCC2)cc1OC
  2 | -1 | -2.6 | 6 | 0.0 | 0 | -1.4 | 0 | 89 | 1
COC(=O)c1ccccc1S(=O)(=O)NNC(=O)c1ccccc1-n1cccc1
  -1 | -2 | -1.1 | -5 | 0.0 | 3 | 0.2 | 8 | 91 | -1
CCOC(=O)c1cccc(NC(=O)CCS(=O)(=O)c2cccs2)c1
  -2 | 3 | -0.4 | 0 | -0.1 | 3 | -2.5 | 2 | 93 | 2
Cc1ccc(/C=N/NC(=O)CSc2nnc(-c3ccccc3)n2-c2ccc(Cl)cc2)o1
  0 | 10 | -2.1 | 4 | 0.4 | 2 | -2.6 | 0 | 99 | -1
O=C(NCCCCNC(=O)c1ccc(Br)s1)c1ccc(Br)s1
  -1 | 13 | 5.2 | -5 | 0.0 | 0 | 4.3 | -5 | 100 | 0
CC(C)CN1C(=O)NC(NC(=O)c2cccs2)(C(F)(F)F)C1=O (stereo not drawn)
  0 | 12 | 0.3 | 1 | 0.2 | -2 | 2.4 | -8 | 98 | 0
CC(/C=N/NC(=O)COc1ccccc1C)=N\NC(=O)COc1ccccc1C
  0 | -1 | -0.6 | -2 | 0.1 | -2 | 0.1 | 3 | 106 | 0
O=C(NNC(=O)C1CC2CCC1C2)c1sc2ccccc2c1Cl (stereo not drawn)
  -3 | 14 | -0.9 | 4 | 0.4 | 0 | 1.7 | 11 | 99 | 2

Source: PubChem
